APJ antagonist – antagonists of human APJ apelin receptor | P35414 | CHO-K1 APJ beta-arrestin complementation, luminescence | inhibition, % at 20 µM | 0.32% of 330,000 active;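 active means inhibition above about 40% at 20 µM, limit read from the data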;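 further: cells challenged with 10 nM apelin-13 agonist together with compound; plate controls were apelin-13 plus DMSO wells for no effect and DMSO wells lacking apelin-13 for full effect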
Gli-Sufu antag – blocks Gli-Sufu signaling in a luciferase reporter | Sufu-KO-LIGHT fibroblasts, Gli luciferase reporter luminescence | inhibition, % at 5 µM | 0.74% of 340,000 active | AID 588413;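 active means inhibition above about 55%, limit read from the data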;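 further: 0% = DMSO-treated cells and 100% = wells with medium but no cells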
CCR6 antag – CCR6 (human) receptor antagonism. 0.49% of 340,000 active. CHO-K1 CCR6 PathHunter beta-arrestin, luminescence, CCL20-stimulated. P51684. inhibition, % at 20 µM;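 active means compounds whose inhibition of the agonist-driven luminescence signal at 20 µM reaches about 50%, limit read from the data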;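 further: cells stimulated with CCL20 at 14 nM final; plate controls were DMSO with CCL20 for no effect and DMSO without agonist for full effect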
Target sequence (P51684 whole entry, looked up): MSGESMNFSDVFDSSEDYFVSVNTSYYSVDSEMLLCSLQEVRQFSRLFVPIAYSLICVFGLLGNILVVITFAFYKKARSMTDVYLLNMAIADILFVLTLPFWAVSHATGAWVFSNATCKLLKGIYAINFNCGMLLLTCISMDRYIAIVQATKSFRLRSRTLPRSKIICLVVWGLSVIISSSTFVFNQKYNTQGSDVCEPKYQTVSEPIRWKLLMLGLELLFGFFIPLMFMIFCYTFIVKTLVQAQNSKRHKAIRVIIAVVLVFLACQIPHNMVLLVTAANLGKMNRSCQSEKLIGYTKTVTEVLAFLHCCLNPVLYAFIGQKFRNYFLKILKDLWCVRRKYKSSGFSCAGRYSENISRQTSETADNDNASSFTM
ATG4B inhibitor – inhibitors of human ATG4B cysteine protease; Q9Y4P1; ATG4B cleavage of LC3-PLA2, NBD-HPC fluorescence, 1 h; inhibition, % at 8.33 µM; 0.51% of 340,000 active; AID 504462; in the data active means inhibition above about 40%
CXCR6 block – inhibitors of human CXCR6 receptor; inhibition, % at 20 µM; CHO-K1 PathHunter CXCR6 beta-arrestin, luminescence; 0.36% of 360,000 active; O00574; in the data active means inhibition above about 34%, passing the limit was not always enough;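 further: antagonist mode with CXCL16 agonist at 10 nM final; 0% = 10 nM CXCL16 with DMSO and 100% = unstimulated wells without agonist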
Target sequence (O00574 whole entry, looked up): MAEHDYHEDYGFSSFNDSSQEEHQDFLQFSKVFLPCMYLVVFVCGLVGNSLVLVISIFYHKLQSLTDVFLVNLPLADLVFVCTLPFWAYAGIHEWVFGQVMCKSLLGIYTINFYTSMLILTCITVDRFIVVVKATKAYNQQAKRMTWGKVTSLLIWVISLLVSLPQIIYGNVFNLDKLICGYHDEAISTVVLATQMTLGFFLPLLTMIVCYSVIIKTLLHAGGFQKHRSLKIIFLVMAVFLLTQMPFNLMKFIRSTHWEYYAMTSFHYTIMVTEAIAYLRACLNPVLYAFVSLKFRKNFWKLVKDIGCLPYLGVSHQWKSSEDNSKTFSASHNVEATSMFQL
APJ agonist – agonists of human APJ apelin receptor; P35414; CHO-K1 APJ PathHunter beta-arrestin, luminescence; 0% DMSO wells, 100% apelin; activation, % at 20 µM; 0.11% of 330,000 active; AID 2520;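 active means activation more than six SD over the plate average, tested at 20 µM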;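 further: 0% = DMSO alone and 100% = apelin-13 at 10 nM; some results filed as inactive read as strong as hits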
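Test system: CHO-K1 APJ beta-arrestin complementation cell line | Compound: Single test compound dose, 20 µM final, 1% DMSO | Incubation: Compound 90 min 25 °C, reagent 1 h | Measured by: beta-gal luminescence | Read-out basis: APJ–arrestin association signal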
EBI2 block – blocks human EBI2 receptor beta-arrestin signaling. EBI2 beta-arrestin recruitment, luminescence, 7a,25-OHC stimulated. P32249. 0.81% of 360,000 active. inhibition, % at 5 µM; in the data active means inhibition above about 38%;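 further: enzyme fragment complementation signal reports receptor beta-arrestin coupling in cells; 0% = agonist plus DMSO wells and 100% = wells without agonist; some results beyond the cut were filed as inactive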
UBC13 polyUb – blocks human UBC13 polyubiquitin chain formation | TR-FRET | inhibition, % at 20 µM | 0.47% of 330,000 active | AID 485273; in the data active means inhibition above about 45%, passing the limit was not always enough
Target sequence (P61088 whole entry, looked up): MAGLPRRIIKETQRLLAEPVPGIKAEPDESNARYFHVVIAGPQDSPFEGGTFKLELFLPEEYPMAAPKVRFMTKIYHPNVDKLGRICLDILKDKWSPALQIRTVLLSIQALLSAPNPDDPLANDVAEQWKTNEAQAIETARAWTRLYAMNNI
Numbers without * were called inactive; nt = no result given.

SMILES	APJ antagonist	Gli-Sufu antag	CCR6 antag	ATG4B inhibitor	CXCR6 block	APJ agonist	EBI2 block	UBC13 polyUb
CCOC(=O)N1CCN(C(=S)NC)CC1	0	3	16	-13	-9	1	-5	8
O=c1[nH]c2ccccc2cc1CN(Cc1cccnc1)S(=O)(=O)c1ccc([N+](=O)[O-])cc1	-23	3	-16	-13	-23	32	-2	-6
O=C(NCc1ccc2c(c1)OCO2)c1ccccc1Cl	1	-6	-6	4	6	-1	-2	-1
O=C(NCc1cccc(Cl)c1)C1CCCO1 (stereo unspecified)	11	1	6	3	-3	0	-2	-3
O=C(NCc1ccccc1)c1c[nH]c2ccc(S(=O)(=O)Nc3ccc4c(c3)OCCO4)cc2c1=O	-3	-2	-25	2	1	0	-10	4
COc1ccc2nc(/N=C\N(C)C)sc2c1	4	-18	7	-11	-3	3	1	8
C=CCNC(=O)/C(C#N)=C/c1ccccc1Cl	-23	9	-2	-4	0	11	-34	2
O=C(/C(=N/N=C/c1ccc(O)c(O)c1)c1ccccc1)c1ccccc1	5	1	27	-4	14	1	-4	-27
CCn1c(NN)nc2sc3c(c2c1=O)CCC3	32	-17	45	-5	1	-2	3	-23
CCOc1ccc(C2/C(=C(\O)c3ccc4c(c3)OCCO4)C(=O)C(=O)N2CCN2CCOCC2)cc1OCC (stereo unspecified)	-8	-12	-1	-2	-2	0	-2	-6
O=C(CN1CCOCC1)Nc1cccc(Br)c1	9	4	2	-11	3	-2	3	5
COc1cccc2cc(C(=O)CC3(O)C(=O)N(Cc4ccccc4)c4ccccc43)c(=O)oc12 (stereo unspecified)	-4	-7	9	-11	3	-2	-1	-1
CCCCc1cc(C(=O)Cc2ccccn2)c(O)cc1O	-9	7	6	-4	1	-2	-1	0
COCCn1nnnc1C(c1cc(OC)ccc1OC)N1CCc2ccccc2C1 (stereo unspecified)	-9	-24	-1	1	8	-4	8	-10
Cc1cccc(N2CCN(C(=O)CN3C(=O)C4CC=CCC4C3=O)CC2)c1C (stereo unspecified)	-1	-24	-12	-3	-8	-2	-10	0
CC(=O)Oc1cc2c(C(=O)NCc3ccncc3)c(C)oc2c2ccccc12	-33	0	-8	-9	-15	1	-1	8
O=C(CSc1ccc(-c2ccco2)nn1)Nc1cccc(F)c1	-23	-3	-3	4	2	6	-6	2
CSc1nnc(NC(=O)C23CC4CC(CC(C4)C2)C3)s1	11	-21	6	-4	-3	-1	-4	1
CCN(CC)CCOC(=O)c1c(C)oc2ccc(O)cc12	7	7	-11	10	2	-2	-11	1
CCN1CCN(CC2CC3C=CC2C3)CC1 (stereo unspecified)	3	2	8	-4	7	3	-16	-10

20 of the compounds above, with two lines to a compound.
Values run as follows: APJ antagonist	Gli-Sufu antag	CCR6 antag	ATG4B inhibitor	CXCR6 block	APJ agonist	EBI2 block	UBC13 polyUb
CCOC(=O)N1CCN(C(=S)NC)CC1
 : 0	3	16	-13	-9	1	-5	8
O=c1[nH]c2ccccc2cc1CN(Cc1cccnc1)S(=O)(=O)c1ccc([N+](=O)[O-])cc1
 : -23	3	-16	-13	-23	32	-2	-6
O=C(NCc1ccc2c(c1)OCO2)c1ccccc1Cl
 : 1	-6	-6	4	6	-1	-2	-1
O=C(NCc1cccc(Cl)c1)C1CCCO1 (stereo unspecified)
 : 11	1	6	3	-3	0	-2	-3
O=C(NCc1ccccc1)c1c[nH]c2ccc(S(=O)(=O)Nc3ccc4c(c3)OCCO4)cc2c1=O
 : -3	-2	-25	2	1	0	-10	4
COc1ccc2nc(/N=C\N(C)C)sc2c1
 : 4	-18	7	-11	-3	3	1	8
C=CCNC(=O)/C(C#N)=C/c1ccccc1Cl
 : -23	9	-2	-4	0	11	-34	2
O=C(/C(=N/N=C/c1ccc(O)c(O)c1)c1ccccc1)c1ccccc1
 : 5	1	27	-4	14	1	-4	-27
CCn1c(NN)nc2sc3c(c2c1=O)CCC3
 : 32	-17	45	-5	1	-2	3	-23
CCOc1ccc(C2/C(=C(\O)c3ccc4c(c3)OCCO4)C(=O)C(=O)N2CCN2CCOCC2)cc1OCC (stereo unspecified)
 : -8	-12	-1	-2	-2	0	-2	-6
O=C(CN1CCOCC1)Nc1cccc(Br)c1
 : 9	4	2	-11	3	-2	3	5
COc1cccc2cc(C(=O)CC3(O)C(=O)N(Cc4ccccc4)c4ccccc43)c(=O)oc12 (stereo unspecified)
 : -4	-7	9	-11	3	-2	-1	-1
CCCCc1cc(C(=O)Cc2ccccn2)c(O)cc1O
 : -9	7	6	-4	1	-2	-1	0
COCCn1nnnc1C(c1cc(OC)ccc1OC)N1CCc2ccccc2C1 (stereo unspecified)
 : -9	-24	-1	1	8	-4	8	-10
Cc1cccc(N2CCN(C(=O)CN3C(=O)C4CC=CCC4C3=O)CC2)c1C (stereo unspecified)
 : -1	-24	-12	-3	-8	-2	-10	0
CC(=O)Oc1cc2c(C(=O)NCc3ccncc3)c(C)oc2c2ccccc12
 : -33	0	-8	-9	-15	1	-1	8
O=C(CSc1ccc(-c2ccco2)nn1)Nc1cccc(F)c1
 : -23	-3	-3	4	2	6	-6	2
CSc1nnc(NC(=O)C23CC4CC(CC(C4)C2)C3)s1
 : 11	-21	6	-4	-3	-1	-4	1
CCN(CC)CCOC(=O)c1c(C)oc2ccc(O)cc12
 : 7	7	-11	10	2	-2	-11	1
CCN1CCN(CC2CC3C=CC2C3)CC1 (stereo unspecified)
 : 3	2	8	-4	7	3	-16	-10

Remaining list, next part:
SMILES	APJ antagonist	Gli-Sufu antag	CCR6 antag	ATG4B inhibitor	CXCR6 block	APJ agonist	EBI2 block	UBC13 polyUb
CCN(NC(=O)C(O)(c1ccc(F)cc1)c1ccc(F)cc1)C(=O)c1ccccc1	7	2	-9	-19	0	-3	0	15
CCOc1ccc(/C=C2\SC(=S)N(CCC(=O)Nc3ccc(C(=O)O)cc3)C2=O)cc1	0	8	25	-4	-8	-1	0	-24
CN(/N=C/C=C/c1ccccc1)C1=NS(=O)(=O)c2ccccc21	nt	-7	16	-4	2	nt	9	nt
O=c1cc(N2CCCCC2)c(-c2ccccc2)nn1Cc1ccc(Cl)cc1	-9	-1	46	-3	9	2	28	0
CCCN(CC(=O)Nc1cc(C)on1)CC(=O)Nc1ccc(F)c(F)c1F	7	-2	6	-9	9	-3	3	1
Cc1ccc(N2C(=O)C3C4C=CC(CC4)C3C2=O)cc1[N+](=O)[O-] (stereo unspecified)	-15	-1	-2	-1	3	-2	9	2
Cc1ccc(C(=O)OCC(=O)N2CCCCCC2)c(O)c1	8	-3	-4	11	5	-3	-10	2
Cc1ccccc1-n1ncc2c(SCC(=O)NC3CCCC3)ncnc21	-1	22	14	7	0	1	-1	-1
COc1ccc(S(=O)(=O)N2CCOC2CNC(=O)C(=O)NCCc2ccc(OC)c(OC)c2)cc1C (stereo unspecified)	1	21	5	-11	-12	0	5	-7
COc1ccc(CC(=O)Nc2cccc(-c3nnc(-c4ccc(C)cc4)o3)c2)cc1OC	-14	2	21	-18	14	28*	-21	1
Cc1ccccc1SCC(=O)NCC(c1ccc(F)cc1)N1CCOCC1 (stereo unspecified)	5	0	14	-13	-5	-2	3	-9
COC(=O)c1cnn2c(C(F)(F)F)cc(-c3ccccc3)nc12	21	-9	15	-2	6	-7	9	2
COCc1c(C(=O)OCC(=O)c2ccc[nH]2)oc2ccccc12	4	3	13	0	4	-1	5	0
Cc1ccc(NC(=O)CCNS(=O)(=O)c2ccccc2F)cc1S(=O)(=O)N1CCOCC1	30	-7	10	2	8	-2	3	-1
OC[C@@H]1[C@@H](c2ccccc2)C(c2cccc(Cl)c2)=NN1c1ccccc1	nt	-8	0	6	-4	nt	19	nt
Cc1ccc(S(=O)(=O)Cc2ccc([N+](=O)[O-])cc2)cc1	-1	30	13	-2	-2	-2	2	-1
CCOc1ccc(S(=O)(=O)N2CCC(C(=O)N3CCCCCC3)CC2)cc1Cl	2	18	10	36	2	-1	-4	13
Cc1ccc(C)c(S(=O)(=O)N2CCN(C(=O)c3cncc(Br)c3)CC2)c1	6	9	9	-6	-3	-2	12	-4
C=CCc1c(OC)ccc2ccc(=O)oc12	1	3	-14	-12	-4	-2	3	9
Cc1occc1-c1nnc(SCC(=O)c2ccc(Cl)cc2)n1CC1CCCO1 (stereo unspecified)	2	5	0	-4	-3	5	9	6
CCOc1ccccc1Nc1nnc(SCC(=O)NCC2CCCO2)s1 (stereo unspecified)	13	3	6	-8	3	-1	-6	8
O=C(CCCC(=O)OCC(F)(F)C(F)F)Nc1nccs1	20	-1	8	-16	4	-7	-11	-3
Cc1ccc2sc(NC(=O)CN3C(=O)c4ccccc4C3=O)nc2c1C	9	1	1	-4	1	-4	-7	9
CCOc1ccc(-n2nc(C(=O)NC3CCCCC3)c3ccccc3c2=O)cc1	2	9	11	6	-4	-6	17	41
CC(=O)Nc1ccc(NC(=O)c2cccc(C(=O)OC(C)C)n2)cc1	9	0	3	-11	3	5	-4	-9
COc1ccc(-c2cc3ncc(C(C)=O)c(C)n3n2)cc1	10	-102	-9	-7	-12	-4	-2	18
O=C(CCNC(=O)Cn1ccc2ccccc2c1=O)NCCCN1CCN(c2ccccc2F)CC1	6	2	-6	-6	5	-1	11	5
CCC(CC)C(=O)c1c[nH]c(C(=O)NCc2ccccn2)c1	6	31	9	9	-7	-2	-7	0
C=CCn1c(SCCOc2ccc(OC)cc2)nnc1C(CO)NC(=O)c1ccc(OC)cc1 (stereo unspecified)	-12	-20	1	2	-8	-3	0	2
O=C(NCC1CCCO1)C1c2ccccc2C(=O)N1Cc1ccc2c(c1)OCO2 (stereo unspecified)	6	-1	10	4	1	-3	0	4
O=C(c1cccs1)N1CCN=C1SCc1ccc(Cl)cc1	-8	nt	18	-2	5	-3	16	-5
Cc1ccc(C(=O)Nc2ccc(CN3CCCCC3)cc2)c(C)c1	24	12	1	7	13	-1	-6	-2
O=C(CCCCCN1C(=O)[C@@H]2Cc3ccccc3CN2C1=O)NCCc1ccccc1	23	3	19	-4	9	-5	2	10
O=C(OCc1c(Cl)cccc1Cl)c1cccnc1	6	9	10	-2	-9	8	4	8
COCCN1CN=C(NS(=O)(=O)c2ccc(C)cc2)NC1	0	-8	5	6	0	-2	0	10
CC(CNC(=O)c1ccc(OC2CCN(Cc3ccccn3)CC2)cc1)c1ccccc1 (stereo unspecified)	2	nt	nt	nt	-1	-5	6	6
CC(C)CC(=O)N1CCC(O)(CS(=O)(=O)Cc2ccccc2)CC1	6	6	3	-4	-3	-3	0	6
COCCOC(=O)C1=C(C)NC(C)=C(C(=O)OC(C)C)C1c1cccc([N+](=O)[O-])c1 (stereo unspecified)	12	6	20	-7	1	5	8	6
CCO/N=C(/C)c1c(O)cc(C(C)(C)C)n(-c2ccccc2)c1=O	13	2	-10	5	-8	-1	-7	5
